ATXN2 expr inh – reduces ATXN2 reporter expression in HEK-293 cells; AID 1745845; HEK-293 ATXN2-luciferase reporter, luminescence, 24 h; hit rate 0.72% among 360,000; Potency, µM (top dose mostly 57 µM), inactives show at the top dose activity change, negative = inhibition, most hits filed as inhibitors; also: potency is read from the fitted curve at half-maximal effect; % is scaled to controls: 0 for no effect and ±100 for the full control effect; nearly all actives have a fitted effect of over 55% in size
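qHTS (up to 57 uM final) was run with 24 h compound exposure of reporter cells at 37 °C. Each well was multiplexed: SteadyGlo luminescence measured ATXN2-luciferase expression after a fluorogenic Gly-Phe-AFC viability readout (25 uM final).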
MCF10A rerep – inducers of DNA re-replication in MCF 10A breast cells. Potency, µM (titrated, usually from 46.1 µM), inactives show at the highest dose activity, positive = re-replication, actives largely listed as activators. MCF 10A DNA re-replication, Hoechst nuclear intensity, 48 h. hit rate 2.9% among 350,000; also: potency is read from the fitted curve at half-maximal effect; % of control where 0% means no effect; nearly all actives have a fitted effect of over 50% in size
HT1080 IDH1KD tx – toxicity to HT-1080 IDH1 knockdown cells (counter line) | Potency, µM (titrated, usually from 46.1 µM), without a hit: at the highest dose activity, negative = toxicity, most hits filed as cytotoxic | hit rate 2% among 360,000 | AID 686971 | HT-1080 IDH1 knockdown viability, ATP luminescence, 48 h;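 also: potency is read from the fitted curve at half-maximal effect; 0% = DMSO wells and -100% = cell-free medium wells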
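Luminescent ATP read-out (CellTiter-Glo, 10 min at room temperature) after 48 h compound exposure at 37 °C gave viability of IDH1-knockdown HT-1080 cells. Activity was normalised to DMSO and cell-free wells, then fitted as concentration-response curves.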
IL-1B inflam inh – inhibitors of inflammasome signaling (IL-1 beta secretion) | AID 743279 | THP-1 LPS/ATP IL-1B secretion, AlphaLISA, 16 h; stronger effect = lower value | activity change, % at 57.5 µM | hit rate 4.7% among 360,000; in the data active = activity change below about -50%; inconclusive = mostly about -30% to -49%; also: % is scaled to controls: 0 for no effect and ±100 for the full control effect
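THP-1 cells pretreated 1 hr with compounds (up to 57.5 uM final), then stimulated with LPS (250 ng/mL final) plus ATP (1.25 mM final); secreted IL-1B measured by AlphaLISA after 16 hr, decreased signal indicating inhibition.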
HepG2 viability – kills HepG2 cells in TGF-b inhibitor counter-screen; Potency, µM (series often up to 46.1 µM), for the others: top-dose activity change, negative = cytotoxicity, most hits filed as cytotoxic; hit rate 0.76% among 410,000; HepG2 CAGA-GFP viability, ATP luminescence, 18 h; also: potency is read from the fitted curve at half-maximal effect; some results filed as inactive show a strong effect at the top dose
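HepG2 CAGA-GFP cells (1000/well, DMEM with 1% FBS) received compound, then TGF-beta at 500 pg/mL final, and were incubated 18 hours at 37 degrees C. Viability was read by CellTiter-Glo luminescence. Media-only wells were set as complete cell-killing and DMSO as no toxicity.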
S2 tox – cell viability loss in ATXN counter-screen; S2 cells (HEK-293 line with an ATXN2-luciferase reporter) viability, CellTiter-Fluor protease fluorescence, 24 h; Potency, µM (series often up to 56.7 µM), usual class: cytotoxic; hit rate 0.49% among 400,000; AID 651635; also: potency is read from the fitted curve at half-maximal effect; nearly all actives have a fitted effect of over 40% in size
HT1080-NT tox – kills 2HG-producing HT-1080-NT fibrosarcoma cells | HT-1080-NT fibrosarcoma viability, CellTiter-Glo ATP luminescence, 48 h | Potency, µM (top dose mostly 46.1 µM), without a hit: at the top dose activity, negative = less viability, actives largely listed as cytotoxic | hit rate 1.6% among 360,000;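 also: NT is the 2HG producing partner of a matched IDH1 knockdown line; potency is read from the fitted curve at half-maximal effect; 0% = DMSO-treated cells and -100% = media-only wells without cells; nearly all actives have a fitted effect of over 55% in size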
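HT-1080-NT; 750 cells/well; 5% FBS RPMI; 48 h compound, 37 degrees C; CellTiter-Glo luminescence; curve fitting and curve-class assignment.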
KB-3-1 tox – kills parental KB-3-1 adenocarcinoma cells; Potency, µM (titrated, usually from 46.1 µM), for inactives: at the top dose activity change, negative = cytotoxic, actives largely listed as cytotoxic; hit rate 1.4% among 400,000; KB-3-1 viability, CellTiter-Glo ATP luminescence, 72 h; AID 1347075; also: potency is read from the fitted curve at half-maximal effect; % is scaled to controls: 0 for no effect and ±100 for the full control effect; nearly all actives have a fitted effect of over 60% in size
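Screening of KB-3-1 cells (DMEM, 10% FBS, phenol-red free) ran from lowest to highest compound concentration; after 72 h at 37 °C viability was read luminescently and curves fitted.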
SW480 rereplic – inducers of DNA re-replication in SW480 colon cancer cells | SW480 DNA re-replication, Hoechst DNA content imaging, 48 h | Potency, µM (titrated, usually from 46.1 µM), for the others: at the highest dose re-replication activation, usual class: activators | hit rate 1.8% among 340,000 | AID 624297; also: potency is read from the fitted curve at half-maximal effect; % of control where 0% means no effect; nearly all actives have a fitted effect of over 55% in size
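Per well, 250 cells were exposed to pinned compound for 48 hr. Nuclear DNA was visualised with Hoechst (40 min, 37 C) and total object intensity recorded by fluorescence scanning.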
Numbers without * were called inactive; i = inactive; ? = inconclusive; nt = not tested or not shown; [ ] = remark or other dose. Unless noted, calls follow the shape of the dose curve; as a rule, active = well fitted curve in the direction sought with a large enough effect; inconclusive = small, poorly fitted or top-dose-only effect, or another doubt; inactive = no such curve, though single readings can be large; an effect the other way counts as inactive or inconclusive. Compounds as they come. About 8.9% of those tested had a hit in this group.

1	O=C(CCC1CCCC1)Nc1ccc(OCC(=O)N2CCOCC2)cc1
2	Cn1c(-c2ccc3c(c2)OCO3)cc(=O)c2ccccc21
3	C[C@@H]1CN(Cc2nc(-c3cnccn3)no2)C[C@H](C)O1
4	C=CCn1c(SCc2ccccc2)nc2scc(-c3ccc(C)o3)c2c1=O
5	COc1ccc(/C=N/NC(=O)c2cccc([N+](=O)[O-])c2)cc1OS(=O)(=O)c1ccccc1
6	COc1ccccc1NC(=O)NCCN1C(=O)C2C3C=CC(C3)C2C1=O (stereo unspecified)
Compound	1	2	3	4	5	6
ATXN2 expr inh	30.4%	-3.2%	4.0%	-20.0%	3.6%	8.6%
MCF10A rerep	15.1%	-4.4%	2.4%	?	19.5%	-1.4%
HT1080 IDH1KD tx	11.9%	-0.3%	14.7%	7.9%	17.2%	3.4%
IL-1B inflam inh	0.2	-5.8	2.6	6.3	-18.8	-15.3
HepG2 viability	3.0%	-18.7%	-10.3%	-16.7%	-7.1%	3.7%
S2 tox	i	i	i	?	i	i
HT1080-NT tox	4.9%	-5.4%	9.1%	?	11.8%	15.0%
KB-3-1 tox	?	-0.5%	-1.7%	-2.1%	0.2%	6.5%
SW480 rereplic	-6.5%	-1.9%	0.3%	2.4%	3.9%	-9.2%

7	COc1cc(C2CC(=O)Oc3cc(C)cc(C)c32)cc(OC)c1OC (stereo unspecified)
8	COc1ccc(S(=O)(=O)N(CC(=O)O)c2ccc(C)cc2)cc1
9	Cc1c(/C=N/NC(=O)C(NC(=O)c2ccc3c(c2)OCO3)C(C)C)c2ccccc2n1C (stereo unspecified)
10	O=C1NC(=O)/C(=C\c2cn(Cc3ccccc3F)c3ccccc23)N1
11	CCOC(=O)N1CCN(C(=O)c2cn(C)c3ccc(S(=O)(=O)N(C)C4CCCCC4)cc3c2=O)CC1
12	Cc1ccc(C(=O)OC(C)C(=O)NC2CCCCC2C)cc1S(=O)(=O)N1CCOCC1 (stereo unspecified)
Compound	7	8	9	10	11	12
ATXN2 expr inh	-2.4%	-1.1%	7.1%	-14.3%	nt	5.7%
MCF10A rerep	-16.2%	-3.0%	-74.8%[inhibitor]	?	-8.2%	0.6%
HT1080 IDH1KD tx	0.0%	7.4%	-5.9%	?	4.9%	16.1%
IL-1B inflam inh	38.9	1.8	-15.4	38.8	-1.9	1.9
HepG2 viability	-17.8%	3.9%	-11.3%	-1.5%	-2.5%	25.6%
S2 tox	i	i	i	i	i	i
HT1080-NT tox	1.4%	1.9%	-8.3%	?	6.5%	13.4%
KB-3-1 tox	0.0%	0.1%	8.0%	-7.1%	2.8%	nt
SW480 rereplic	-5.4%	-7.2%	?	9.2%	-14.8%	-0.8%

13	Cc1ccnc(NC(=O)CCC2CCCCC2)c1
14	COc1ccc(Cl)cc1CC1(C)C(=O)Nc2c(Cl)cccc21 (stereo unspecified)
15	Cc1nn(C)c(C)c1C1Nc2ccccc2C(=O)N1O (stereo unspecified)
16	CC(C)CCNC(=S)Nc1ccc([N+](=O)[O-])cc1
17	CC(=O)Nc1cc(-c2cccnc2)cn2c(-c3ccc(F)cc3)cnc12
18	CC(=O)N1CCC2(CC1)NC(=O)N(c1ccccc1)N2
Compound	13	14	15	16	17	18
ATXN2 expr inh	61.9%[activator]	-19.8%	-3.2%	?	0.3%	-12.0%
MCF10A rerep	2.1%	nt	7.5%	?	nt	6.9%
HT1080 IDH1KD tx	1.9%	?	14.1%	?	3.9%	4.11µM*
IL-1B inflam inh	-7.2	51.0	28.8	-71.4*	6.7	17.4
HepG2 viability	-1.1%	-8.6%	-2.9%	-46.8%	-19.0%	13.1%
S2 tox	i	i	i	?	?	i
HT1080-NT tox	3.9%	-28.0%	17.7%	?	1.4%	5.17µM*
KB-3-1 tox	1.0%	?	20.2%	?	0.0%	-13.0%
SW480 rereplic	-5.5%	nt	-8.2%	?	nt	8.2%

19	CC(C)n1c(CCCO)nc2ccccc21
20	CC(C)COP(=O)(c1ccc(N(C)C)cc1)C(O)c1ccccn1 (stereo unspecified)
21	COc1ccccc1C1SCCN1S(C)(=O)=O (stereo unspecified)
22	Cn1c(CCNC(=O)c2ccco2)nc2cc(NS(=O)(=O)c3ccccc3)ccc21
23	COc1ccc(C2N=C(N)N=C(N)N2c2ccccc2)cc1OC (stereo unspecified)
24	NS(=O)(=O)c1ccc(CNC(=O)Cn2nc(C(F)F)cc2C(F)F)cc1
25	O=C(O)/C=C/c1ccc(-n2ccnc2)cc1
Compound	19	20	21	22	23	24	25
ATXN2 expr inh	4.8%	-7.1%	-1.5%	-4.2%	6.8%	nt	5.4%
MCF10A rerep	13.2%	8.6%	-3.6%	6.0%	?	-1.6%	-0.1%
HT1080 IDH1KD tx	0.4%	7.4%	7.9%	0.3%	-8.3%	6.6%	10.3%
IL-1B inflam inh	16.2	22.3	18.3	-2.7	-16.9	-2.3	19.3
HepG2 viability	2.5%	-10.9%	7.2%	4.3%	1.2%	6.8%	-1.3%
S2 tox	i	i	i	i	i	i	i
HT1080-NT tox	-8.4%	16.7%	3.3%	-0.8%	4.6%	1.8%	20.0%
KB-3-1 tox	17.5%	12.5%	6.2%	-9.3%	-7.7%	5.5%	11.7%
SW480 rereplic	-16.0%	-8.8%	-5.2%	-6.8%	-2.2%	0.1%	0.3%

8 of the compounds above, bar-delimited.
cpd | molecule | ATXN2 expr inh | MCF10A rerep | HT1080 IDH1KD tx | IL-1B inflam inh | HepG2 viability | S2 tox | HT1080-NT tox | KB-3-1 tox | SW480 rereplic
4 | C=CCn1c(SCc2ccccc2)nc2scc(-c3ccc(C)o3)c2c1=O | -20.0% | ? | 7.9% | 6.3 | -16.7% | ? | ? | -2.1% | 2.4%
5 | COc1ccc(/C=N/NC(=O)c2cccc([N+](=O)[O-])c2)cc1OS(=O)(=O)c1ccccc1 | 3.6% | 19.5% | 17.2% | -18.8 | -7.1% | i | 11.8% | 0.2% | 3.9%
6 | COc1ccccc1NC(=O)NCCN1C(=O)C2C3C=CC(C3)C2C1=O (stereo unspecified) | 8.6% | -1.4% | 3.4% | -15.3 | 3.7% | i | 15.0% | 6.5% | -9.2%
7 | COc1cc(C2CC(=O)Oc3cc(C)cc(C)c32)cc(OC)c1OC (stereo unspecified) | -2.4% | -16.2% | 0.0% | 38.9 | -17.8% | i | 1.4% | 0.0% | -5.4%
8 | COc1ccc(S(=O)(=O)N(CC(=O)O)c2ccc(C)cc2)cc1 | -1.1% | -3.0% | 7.4% | 1.8 | 3.9% | i | 1.9% | 0.1% | -7.2%
9 | Cc1c(/C=N/NC(=O)C(NC(=O)c2ccc3c(c2)OCO3)C(C)C)c2ccccc2n1C (stereo unspecified) | 7.1% | -74.8%[inhibitor] | -5.9% | -15.4 | -11.3% | i | -8.3% | 8.0% | ?
10 | O=C1NC(=O)/C(=C\c2cn(Cc3ccccc3F)c3ccccc23)N1 | -14.3% | ? | ? | 38.8 | -1.5% | i | ? | -7.1% | 9.2%
11 | CCOC(=O)N1CCN(C(=O)c2cn(C)c3ccc(S(=O)(=O)N(C)C4CCCCC4)cc3c2=O)CC1 | nt | -8.2% | 4.9% | -1.9 | -2.5% | i | 6.5% | 2.8% | -14.8%

Screens (PubChem)
